# Screening results deposited in PubChem by several laboratories.
# GPR35 arrestin U2OS = GPR35 antagonists blocking zaprinast-driven arrestin recruitment, primary screen, imaging, U2OS, beta-arrestin-GFP, zaprinast agonist (AID 2058) | U2OS GPR35 beta-arrestin-GFP translocation imaging, zaprinast antagonism; higher % means a stronger effect | hit rate 0.052% among 290,000 | one-dose inhibition, % at 10 µM; IC50 in µM for titrated hits;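 active means inhibition of at least 50% with at least 30 cells and total cytoplasm GFP at most 10,000,000; inconclusive means under 30 cells or total GFP of 10,000,000 plus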
# KOR beta-arrestin-1 = KOR agonists, beta-arrestin recruitment, primary screen, cell-based, luminescence, uHTS (AID 1777). hit rate 0.02% among 280,000. Kappa-type opioid receptor (Homo sapiens). activation, % at 10 µM, or EC50 in µM where a hit was titrated. KOR beta-arrestin recruitment, luminescence; higher % means a stronger effect; in the data active means activation above about 50%, passing the limit was not always enough; further: a part of the inactive calls stands beside numbers as strong as those of hits
# NTR1 agonist = agonists of NTR1, primary screen, imaging, U2OS cells, beta-arrestin-GFP, high content (AID 493036); NTR1-U2OS beta-arrestin-GFP spot imaging, agonist mode; activation, % at 20 µM; hit rate 0.17% among 330,000;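 active means activation at or above 40% of the spot to cytoplasm intensity ratio, with at least 20 cells analyzed; inconclusive means wells under 20 cells, flagged as cytotoxic or low count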;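 further: 0% = DMSO without peptide and 100% = 100 nM NTR1 peptide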
# Target sequence (P30989 whole entry, looked up): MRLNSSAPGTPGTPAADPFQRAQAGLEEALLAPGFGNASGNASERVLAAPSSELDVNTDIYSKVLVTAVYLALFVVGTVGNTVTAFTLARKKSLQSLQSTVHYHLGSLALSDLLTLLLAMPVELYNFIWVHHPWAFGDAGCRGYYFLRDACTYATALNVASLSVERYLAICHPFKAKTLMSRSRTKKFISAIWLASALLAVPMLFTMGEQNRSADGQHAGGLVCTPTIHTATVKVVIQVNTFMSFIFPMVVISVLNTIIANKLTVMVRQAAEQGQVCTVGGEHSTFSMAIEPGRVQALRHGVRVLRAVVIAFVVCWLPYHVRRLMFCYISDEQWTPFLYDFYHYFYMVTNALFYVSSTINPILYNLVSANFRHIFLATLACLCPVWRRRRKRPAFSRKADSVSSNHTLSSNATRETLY
# T cell modulator = modulators of CD8 T cell-vesicle binding, primary screen, mouse 2C CD8+ T cells, flow cytometry. hit rate 0.068% among 330,000. 2C CD8+ T cell-vesicle binding; stronger effect = lower value. calls only at 7 µM;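 active means response, share of CD8 T cells binding vesicles, and their 90th percentile fluorescence all below set limits, cut at about 80% in these data, passing the limit was not always enough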
#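 Incubation: binding step 1.5 h, 37 °C, antibody labelling 20 min, ice; system: murine 2C transgenic CD8+ T lymphocytes; technique: cytometric PE anti-B7-1 and Alexa647 anti-CD8 signals after 1% paraformaldehyde fixation; also added: QL9-charged Drosophila Ld/ICAM-1/B7-1 vesicles; control set: naked versus QL9-loaded vesicles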
# KOR beta-arrestin-2 = KOR antagonists, beta-arrestin recruitment, cell-based, luminescence, uHTS (AID 1778) | Kappa-type opioid receptor (Homo sapiens) | KOR beta-arrestin recruitment, luminescence, antagonist mode; higher % means a stronger effect | one-dose inhibition, % at 10 µM; IC50 in µM for titrated hits | hit rate 0.091% among 290,000; in the data active means inhibition above about 50%; further: strong numbers were not always called active
# West Nile virus CPE = West Nile virus antiviral activity, cell-based, CPE readout (AID 1621); West Nile virus-infected cells, CPE inhibition; higher % means a stronger effect; CPE inhibition, % at 10 µM, or IC50 in µM where a hit was titrated; hit rate 0.02% among 290,000; in the data active means a potency from the dose series; inconclusive means CPE inhibition mostly from about 3.7% at the one dose, without a potency; inactive means the rest, 99 in 100 with CPE inhibition below about 2.2%; further: strong numbers were not always called active
# GPR55 activation = GPR55 agonists via beta-arrestin recruitment, primary screen, imaging, U2OS cells, beta-arrestin-GFP redistribution (AID 1961); U2OS GPR55 beta-arrestin-GFP redistribution imaging; higher % means a stronger effect; activation, % at 10 µM, or EC50 in µM where a hit was titrated; hit rate 0.048% among 290,000; G-protein coupled receptor 55 (Homo sapiens);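 active means activation above 40% with more than 50 cells counted in the well; inconclusive means wells holding fewer than 50 cells, flagged as toxic or sparse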;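 further: U2OS osteosarcoma cells stably expressing GPR55 and beta-arrestin-GFP; plate controls were DMSO negative control for no effect and LPI positive control for full effect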
# GPR55 antagonists = GPR55 antagonists blocking LPI-driven arrestin recruitment, primary screen, imaging, U2OS, beta-arrestin-GFP, LPI agonist (AID 2013) | G-protein coupled receptor 55 (Homo sapiens) | U2OS GPR55 beta-arrestin-GFP translocation imaging, LPI antagonism; higher % means a stronger effect | inhibition, % at 10 µM; hits with a dose series show IC50 in µM | hit rate 0.13% among 290,000;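 active means spots per cell inhibited over 60%, with over 100 cells counted and total cytoplasm intensity under 500,000; inconclusive means wells with under 100 cells, flagged as likely toxic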;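 further: U2OS cells stably carrying GPR55 and arrestin-GFP stimulated by 5 µM LPI near EC80; imaged beta-arrestin-GFP aggregate spots per cell after agonist stimulation; plate controls were LPI-stimulated DMSO wells for no effect and DMSO wells without LPI for full effect; some results filed as inactive read as strong as hits; confirmed hits need IC50 under 10 µM and bright autofluorescent wells are also inconclusive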
# PhoP inhibition = inhibitors of PhoP regulon expression, primary screen, Salmonella Typhimurium, GFP reporter (AID 1863). S. Typhimurium PhoP-regulated promoter GFP reporter, 4 h; higher % means a stronger effect. inhibition, % at 50 µM; hits with a dose series show IC50 in µM. hit rate 0.16% among 300,000;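 active means inhibition over 29.93%, a cutoff 3 SD above the screen mean, later confirmed by dose response; inconclusive means inhibition over 29.93% but no dose response follow-up; inactive means inhibition at most 29.93% or unconfirmed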;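 further: 0% = low Mg2+ inducing control and 100% = high Mg2+ repressing control; strong numbers were not always called active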
# T cell modulator vesicle-bound % = also measured in T cell modulator; calls as there; double positive events, %; measured here: CD8+ vesicle-bound cell fraction;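 binding gate set so that unloaded-vesicle control wells show 10% double positive cells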
# NTR1 agonist cell count 20 µM = further read-out of NTR1 agonist, marked with its call; cell count; measured here: cell count, cytotoxicity flag
# * marks the source's active call; other numbers are inactive results; i = inactive; u = inconclusive; x = not tested or not shown; [ ] = dose if it differs, or a comment.
SMILES,GPR35 arrestin U2OS,KOR beta-arrestin-1,NTR1 agonist,NTR1 agonist cell count 20 µM,T cell modulator,T cell modulator vesicle-bound %,KOR beta-arrestin-2,West Nile virus CPE,GPR55 activation,GPR55 antagonists,PhoP inhibition
Cc1ccc(S(=O)(=O)CNC(=S)c2cccc(Cl)c2)cc1,3%,2.5%,0.2,63,i,25,12%,-0.2%,-0.3%,5%,12%
COc1ccc(NS(=O)(=O)c2cc(NC(=O)c3ccc(F)cc3)ccc2OC)cc1,3%,10%,1.4,41,i,30,0%,-1.5%,-0.3%,11%,1%
O=C(/C=C/c1ccc2c(c1)OCCO2)c1ccc(O)cc1,17%,0.6%,3.1,61,i,46,14%,1.0%,-0.1%,7%,-5%
CCOC(=O)CC1COCCN1C(=O)c1cc(COc2ccc(F)c(F)c2)on1 (stereo unspecified),12%,-1.7%,0.1,64,i,4,-8%,0.1%,0.2%,-11%,-2%
O=c1[nH]c(/C=C/c2ccccc2)c([N+](=O)[O-])c(=O)[nH]1,11%,-0.2%,-0.3,61,i,59,20%,1.6%,0.3%,10%,-3%
COCc1cc(C)nc(OCC(=O)N/N=C/c2ccc(-c3cc([N+](=O)[O-])ccc3C)o2)c1C#N,-2%,-2.9%,-1.0,67,i,49,-29%,0.1%,0.1%,6%,4%
CCOc1ccc(C(NC(C)=O)c2ccc(OC)c(OC)c2)cc1 (stereo unspecified),-2%,-3.2%,-1.4,66,i,43,-12%,0.0%,0.2%,2%,-10%
C=CCn1c(=O)n(CCC#N)c(=O)n(CCC#N)c1=O,-13%,-1.4%,0.4,51,i,40,34%,0.1%,-0.2%,-2%,-6%
O=C1/C(=C/Nc2ccc3c(c2)OCO3)CCc2ccccc21,44%,-1.7%,2.5,37,i,56,-29%,-0.2%,-0.1%,14%,-7%
CCCCCC(=O)Nc1ccc(N2CCN(C(=O)c3ccccc3)CC2)cc1,-16%,2.1%,0.6,37,i,46,-30%,0.6%,-0.2%,2%,-5%
CCCCNC(=O)c1onc(CSc2ccc(C)c(C)c2)c1C(=O)O,-10%,-3.1%,6.5,80,x,x,-15%,0.2%,-0.2%,-5%,-13%
O=C(NCC1CCCO1)c1cccc(Oc2ccccc2)c1 (stereo unspecified),-4%,3.6%,-0.6,70,i,14,17%,-0.5%,0.1%,-16%,-6%
COc1ccc(-c2nnc3ccc(SCC(=O)Nc4cc(C)on4)nn23)cc1,-16%,-4.3%,x,x,x,x,0%,-0.3%,1.1%,9%,3%
Cc1nc2ccccc2c2oc(C(=O)N3CCc4ccccc4C3)cc12,-9%,-5.1%,12,52,i,5,4%,0.3%,-0.2%,0%,1%
O=c1c(Cc2ccccc2)c(O)c2cccc3c4c(n1c23)CCCC4,-17%,12%,2.5,45,i,29,-61%,0.2%,-0.1%,9%,-5%
O=C(COc1ccc(S(=O)(=O)N2CCCC2)cc1)NCc1ccco1,-7%,5.2%,-1.2,66,i,13,-10%,0.2%,-0.1%,8%,8%
CN(c1ccccc1)c1nc(N)c([N+](=O)[O-])c(NCc2ccco2)n1,6%,12%,38,77,i,11,-56%,-0.8%,-0.8%,6%,-9%
Cc1c(C)c2c(OCC(=O)NCCCO)cc3c(c2oc1=O)CCC(C)(C)O3,-1%,-1.7%,0.8,90,i,27,-20%,-0.8%,-0.1%,-2%,-5%
COc1ccccc1CN=Cc1[nH]c2ccc(Br)c(Cl)c2c1O,u,3.9%,-3.9,28,i,63,-8%,0.6%,-0.1%,u,-1%
CCC(C)c1c(O)nc(SCC(=O)N2CCCCC2)[nH]c1=O (stereo unspecified),0%,4.5%,0.7,54,i,56,0%,1.4%,-0.3%,-4%,-1%

# The final 2 records of the section above lead into the next.
SMILES,GPR35 arrestin U2OS,KOR beta-arrestin-1,NTR1 agonist,NTR1 agonist cell count 20 µM,T cell modulator,T cell modulator vesicle-bound %,KOR beta-arrestin-2,West Nile virus CPE,GPR55 activation,GPR55 antagonists,PhoP inhibition
COc1ccccc1CN=Cc1[nH]c2ccc(Br)c(Cl)c2c1O,u,3.9%,-3.9,28,i,63,-8%,0.6%,-0.1%,u,-1%
CCC(C)c1c(O)nc(SCC(=O)N2CCCCC2)[nH]c1=O (stereo unspecified),0%,4.5%,0.7,54,i,56,0%,1.4%,-0.3%,-4%,-1%
Cn1cc2ccc([N+](=O)[O-])cc2n1,8%,7.9%,-1.0,35,i,28,-20%,0.0%,-0.3%,-15%,-9%
CS(=O)(=O)N(CC(=O)NC1CCCC1)Cc1ccc(Cl)cc1,13%,11%,0.5,80,i,30,-1%,-0.6%,0.3%,12%,1%
CC1(C)CC(=O)C(C(c2ccncc2)C2C(=O)CC(C)(C)CC2=O)C(=O)C1,-6%,-0.2%,-0.2,44,i,11,10%,0.2%,0.3%,16%,x
Cc1ccc(CNC(=O)C(=O)NCC2OCCN2S(=O)(=O)c2ccc3c(c2)OCCO3)cc1 (stereo unspecified),-10%,1.9%,0.8,99,i,20,1%,-0.3%,-0.3%,11%,-4%
COc1ccc(N(CC(=O)Nc2ccccc2C(=O)N2CCCC2)S(=O)(=O)c2ccccc2)cc1,-8%,1.2%,-1.1,71,i,37,-9%,-0.1%,-0.2%,14%,0%
O=S(=O)(NCCc1csc(-c2cccnc2)n1)c1ccc(F)cc1,0%,0.2%,0.4,61,i,62,12%,-0.2%,-0.1%,5%,3%
Fc1ccccc1-c1nc2ncccc2o1,10%,x,-1.1,51,i,x,-31%[20 µM],-0.1%,-0.1%,9%,-5%
Cc1cc2c(NC(=O)Nc3ccc(C(F)(F)F)cc3)cccc2nn1,6%,-3.5%,5.8,42,i,29,0%,-1.2%,0.4%,17%,-7%
COc1ccc(Cl)cc1NC(=S)NCCc1ccc(F)cc1,0%,-2.9%,3.4,63,i,51,15%,0.6%,0.2%,6%,6%
COc1nc(NCCN2CCOCC2)nc(Nc2ccccc2)n1,-3%,3.2%,-0.8,39,i,37,8%,-0.3%,-0.1%,0%,14%
C=CCn1c(SCc2ccc(OC)cc2)nnc1-c1cccnc1,4%,4.1%,0.1,75,i,28,-15%,0.2%,-0.2%,6%,13%
C=CCn1c(CC#N)nnc1N1CCOCC1,-5%,-2.7%,1.8,46,i,39,-31%,-0.2%,0.2%,7%,2%
O=C(CN1C(=O)CSC1=O)Nc1ccc2c(c1)OCCO2,-11%,3.5%,0.0,76,i,10,-41%,2.0%,-0.2%,3%,-3%
O=C(O)/C=C/C(=O)NCc1ccccc1,14%,0.0%,0.8,74,i,53,-10%,0.3%,-0.2%,-7%,6%
CC(=O)Nc1ccc(S(=O)(=O)NNC(=O)c2ccc(C)cc2)cc1,0%,-5.5%,1.1,45,i,33,5%,0.1%,-0.1%,8%,-7%
Cc1[nH]c(=O)[nH]c(=O)c1CSc1nnc(CCCCCNC(=O)OC(C)(C)C)o1,12%,-3.7%,0.5,84,i,39,17%,0.4%,-0.2%,3%,-12%
Cc1ccnc(NC(=O)CSc2ccccn2)c1,-6%,5.0%,-0.7,59,i,20,4%,0.1%,-0.2%,-14%,3%
Cc1onc(-c2c(F)cccc2Cl)c1C(=O)N(C)C1CCCCC1,-4%,-0.7%,2.2,61,i,16,27%,-0.7%,-0.2%,12%,-5%
CC(=O)c1ccc(OCC(C)C)c(Cc2c(O)nc(N)[nH]c2=O)c1,1%,5.4%,1.4,57,i,29,22%,-0.2%,1.3%,-4%,-27%
COCCN(C(=O)CCCC(=O)Nc1ccccn1)C(C(=O)NC1CCCCC1)c1ccc(C)cc1 (stereo unspecified),6%,12%,0.4,38,i,28,-12%,-0.3%,-0.2%,13%,-7%
COc1ccc(S(=O)(=O)N(C)CC(=O)NC2CC2)cc1OC,5%,6.2%,0.3,57,i,9,-26%,-0.4%,-0.1%,5%,-1%
CCc1ccc(CN2CCC(Oc3ccc(C(=O)N4CCCC4)cc3)CC2)cc1,11%,0.1%,-1.0,59,i,100,4%,-0.8%,-0.1%,14%,5%
Clc1cccc(Cl)c1COc1ccncc1,-16%,-4.8%,-0.3,46,i,39,6%,0.2%,-0.4%,0%,-2%
CC(=O)N1C(C(=O)O)CSC1c1cccc(C)c1 (stereo unspecified),-18%,3.9%,0.5,49,i,28,-21%,0.5%,-0.2%,-7%,2%
COc1ccc(-n2cnc3sccc3c2=O)cc1,0%,-12%,-0.2,76,i,32,20%,-0.8%,-0.1%,-1%,x
COC(=O)CCC(=O)Nc1nccs1,12%,1.1%,-1.5,76,i,12,-3%,0.1%,-0.1%,6%,-3%
Cn1cc(CN2CCC(C(=O)Nc3cccc(-c4cccc(F)c4)c3)CC2)cn1,-5%,1.7%,-0.8,77,i,14,-10%,0.8%,-0.1%,13%,1%
O=C(Nc1nnc(-c2ccc3c(c2)OCCO3)o1)C1CCCCC1,-6%,-3.3%,-1.3,53,i,37,-9%,0.4%,0.2%,11%,-2%
c1ccc2c(CN3CCOCC3)c3ccccc3c(CN3CCOCC3)c2c1,16%,-1.5%,1.9,47,i,37,-28%,-0.1%,-0.1%,6%,-4%
C=CCN1C(=O)OC2(CCCCC2)C1(C)O (stereo unspecified),3%,-2.7%,2.7,44,i,23,-28%,0.1%,0.6%,0%,-9%
c1cncc(CSc2ccc(-c3cccs3)nn2)c1,-4%,-4.5%,0.1,56,i,52,3%,-0.4%,1.1%,1%,6%
CC(C)c1ccc(OCC(O)CN2CCN(c3ccccn3)CC2)cc1 (stereo unspecified),8%,13%,2.3,60,i,63,-37%[20 µM],-1.1%,-0.1%,7%,-2%
COc1ccc(CNC(=O)C/C(C)=N/NC(=O)c2ccc(OC)cc2OC)cc1,-5%,-5.7%,-1.2,42,i,25,-28%,-0.2%,0.3%,2%,7%
Cc1cccc(NCc2nc(SCC(=O)Nc3ccccc3)n[nH]2)c1,-3%,-0.9%,0.1,59,i,57,-27%[20 µM],1.1%,-0.3%,1%,-8%
Cn1c(=O)cc(SCC(=O)NCCCN2CCN(c3ccc(F)cc3)CC2)c2ccccc21,-2%,-3.4%,-0.2,82,i,33,13%,-0.9%,0.0%,30%,2%
